eIF4E-4G inh – eIF4E–eIF4G protein interaction inhibitors, primary screen, biochemical, uHTS, TR-FRET, eIF4GI fragment | hit rate 0.37% among 220,000 | TR-FRET eIF4E-eIF4GI(517-606) binding, 2 h | Eukaryotic translation initiation factor 4E (Mus musculus) + Eukaryotic translation … | inhibition, % at 21.7 µM;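 active = inhibition above about 30%, limit read from the data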;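 also: 0% = full FRET control wells and 100% = background wells lacking eIF4GI fragment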
Wee1 stabilizer – Wee1 degradation inhibitors, primary screen, cell-based, HeLa, Wee1K328M-luciferase, luminescence; Wee1-like protein kinase (Homo sapiens), P30291; HeLa Luc-Wee1K328M stability; 100% = proteasome inhibitor MG132 effect; reporter increase, % at 5 µM; hit rate 1.2% among 220,000;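 active = activation above the mean of all tested compounds plus 3 SD, set per screening run, cut at about 8.8% in these data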;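 also: cells exposed to compound for 20 h before luminescence read; 0% = DMSO alone and 100% = MG132 at 30 µM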
Target sequence (P30291 whole entry K328M): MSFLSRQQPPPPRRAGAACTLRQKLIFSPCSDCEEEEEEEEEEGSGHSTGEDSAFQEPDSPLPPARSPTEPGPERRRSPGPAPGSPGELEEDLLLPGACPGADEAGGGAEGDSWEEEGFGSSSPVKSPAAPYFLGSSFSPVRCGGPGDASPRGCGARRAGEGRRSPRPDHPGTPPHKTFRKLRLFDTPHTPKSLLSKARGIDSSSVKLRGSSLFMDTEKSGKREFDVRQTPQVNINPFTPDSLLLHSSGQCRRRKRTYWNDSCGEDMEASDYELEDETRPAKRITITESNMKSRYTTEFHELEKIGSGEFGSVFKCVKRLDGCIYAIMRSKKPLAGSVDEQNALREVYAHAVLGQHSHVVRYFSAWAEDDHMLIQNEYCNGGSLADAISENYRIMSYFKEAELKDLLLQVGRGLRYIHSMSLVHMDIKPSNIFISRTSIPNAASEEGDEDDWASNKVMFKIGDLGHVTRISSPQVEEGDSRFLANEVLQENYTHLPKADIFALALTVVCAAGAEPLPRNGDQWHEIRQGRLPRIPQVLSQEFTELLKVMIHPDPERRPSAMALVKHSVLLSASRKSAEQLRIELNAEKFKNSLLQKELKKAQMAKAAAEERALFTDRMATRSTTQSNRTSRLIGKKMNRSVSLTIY
Rad51 HR inh – human RAD51 strand exchange inhibitors, primary screen, biochemical, fluorescence; DNA repair protein RAD51 homolog 1 (Homo sapiens), Q06609; hRad51 DNA strand exchange, fluorescence dequenching; inhibition, % at 10 µM; hit rate 0.085% among 200,000; AID 1385, 2008;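 active = inhibition above 40% at the single screening dose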;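 also: 0% = DMSO control wells and 100% = blanks with heterologous ssDNA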
Target sequence (Q06609 whole entry, looked up): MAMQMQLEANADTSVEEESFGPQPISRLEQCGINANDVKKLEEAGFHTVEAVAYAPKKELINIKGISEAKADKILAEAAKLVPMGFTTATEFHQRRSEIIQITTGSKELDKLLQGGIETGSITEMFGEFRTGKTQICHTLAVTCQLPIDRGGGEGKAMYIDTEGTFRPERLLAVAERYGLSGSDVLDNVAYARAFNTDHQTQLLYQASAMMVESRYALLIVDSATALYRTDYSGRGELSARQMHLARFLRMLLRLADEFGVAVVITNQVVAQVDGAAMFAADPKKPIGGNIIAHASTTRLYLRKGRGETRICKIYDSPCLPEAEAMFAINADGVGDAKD
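Test system – preformed human Rad51 ssDNA filaments · Reagent – Donor/quencher-labelled 47-bp dsDNA substrate · Incubation – 37 °C 15-min filament assembly, 30-min compound preincubation, 15-min exchange · Signal – FRET fluorescence dequenching, excitation 485 nm, emission 520 nm · Read-out – percent inhibition from fluorescence, normalised to plate control and blank means · Benchmarks – plate control and blank wells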
MDM2 E3 inh – MDM2-luciferase reporter signal enhancers, primary screen, MDM2 E3 ligase inhibitor project, cell-based, luminescence, 1536-well | E3 ubiquitin-protein ligase Mdm2 (Homo sapiens), Q00987 | cell-based MDM2 ubiquitination luciferase reporter, 2 h; 0 = plate control, 100 = twice control, blank-subtracted | signal enhancement, % at 5 µM | hit rate 0.11% among 210,000 | AID 1230, 2008;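 active = signal enhancement of 30% or more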;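 also: luminescence tracks abundance of the self-degrading MDM2-luciferase fusion protein; higher signal means inhibition of MDM2 E3 ligase activity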
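Material: Stable MDM2–luciferase fusion reporter cells | Amount: 2000 cells seeded into each well | Dosing: One concentration, 5 µM, with 0.2% DMSO | Incubation: 4 h cell settling then 2 h compound exposure, 37 °C | Measured by: Luciferase luminescence | Read-out basis: % enhancement relative to plate controls after blank subtraction | Benchmarks: Control and blank well means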
14-3-3 Bad inh – inhibitors of 14-3-3 zeta/Bad binding, primary screen, biochemical, TR-FRET, bovine 14-3-3 zeta; TR-FRET 14-3-3zeta/Dy647-pBad peptide displacement, 1 h; inhibition, % at 21.7 µM; hit rate 0.71% among 220,000;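 active = inhibition above about 70%, limit read from the data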;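 also: 0% = full 14-3-3 plus peptide FRET controls and 100% = background without 14-3-3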
FXIa inh – human FXIa protease inhibitors, primary screen, biochemical, 1536-well | purified FXIa, Boc-Glu-Ala-Arg-AMC fluorogenic substrate | inhibition, % at 5 µM | hit rate 0.14% among 220,000;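 active = inhibition of at least 40%; inactive = inhibition below 40%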;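 also: fluorescence of freed AMC excited at 355 nm; 0% = enzyme without compound and 100% = no enzyme blank; many of its hits are not listed in these tables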
p97 inhibitor – inhibitors of human p97 ATPase, primary screen, biochemical; recombinant p97 ATPase, Kinase-Glo ATP luminescence, 3 h; inhibition, % at 8 µM; hit rate 0.42% among 220,000; in the data active = inhibition above about 15%;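 also: 0% = DMSO vehicle and 100% = wells lacking enzyme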
FXIIa inh 1536 – human FXIIa protease inhibitors, primary screen, biochemical, 1536-well | purified FXIIa, Boc-QGR-AMC fluorogenic substrate, 2 h | inhibition, % at 5 µM | hit rate 0.3% among 220,000; in the data active = inhibition above about 40%;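 also: 0% = enzyme with no compound and 100% = blank without enzyme; many of its hits are not listed in these tables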
KLK5 inh – human KLK5 protease inhibitors, primary screen, biochemical, 1536-well; recombinant hK5, fluorogenic AMC substrate cleavage; Kallikrein-5 (Homo sapiens), Q9Y337; inhibition, % at 5 µM; AID 873, 2007; hit rate 0.59% among 210,000;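 active = inhibition of 40% or more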;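 also: 0% = enzyme controls without compound and 100% = no-enzyme blanks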
* = called active by the depositor; . = not tested or not shown; [ ] = dose if it differs, or a comment. Outcome played no part in choosing rows; any-hit rate near 3.5%.

Sequence of screens: eIF4E-4G inh, Wee1 stabilizer, Rad51 HR inh, MDM2 E3 inh, 14-3-3 Bad inh, FXIa inh, p97 inhibitor, FXIIa inh 1536, KLK5 inh
> Cc1ccc(-n2nc3c(c2NC(=O)c2ccccc2Br)CS(=O)C3)cc1 (stereo not drawn)
→ 2, -2, 8, -14, 2, -6, 0, 15, -1
> Cn1nc(C(F)(F)F)c2cc(C(=O)Nc3ccc(F)c(Cl)c3)sc21
→ 0, 3, ., -19, 8, 9, 4, 15, 8
> COCCn1c(SCC(=O)Nc2ccc(N3CCOCC3)cc2)nc2ccccc21
→ 4, -4, -4, -7, -1, 1, 2, 11, -10
> CCOc1ccccc1CNC(=O)CCN1C(=O)COc2ccccc21
→ 3, -1, 8, -2, 24, 2, -1, 15, -13
> Cc1cccc2sc(NC(=O)C3CCCO3)nc12 (stereo not drawn)
→ 1[fluorescence artefact?], 1, -2, -9, 7, -1, -2, -1, -23
> COC(=O)c1ccccc1NC(=O)c1ccccc1N(C)S(C)(=O)=O
→ 2[fluorescence artefact?], 0, -4, -12, 14[fluorescence artefact?], -6, 1, 7, 0
> O=C(O)C1CC(=O)N(c2ccc3c(c2)OCCO3)C1 (stereo not drawn)
→ 2, 0, 7, 1, 10, 9, -2, 18, -22
> C#Cc1ccc([C@H]2C=C(C(=O)N3CCN(Cc4ccc5c(c4)OCO5)CC3)O[C@@H](OCc3ccc(CO)cc3)C2)cc1
→ -3, 2, ., ., 5, -1, 1, 4, 0
> Cc1ccc(Cl)cc1NC(=S)N(CCN(C)C)C(C)c1ccccn1 (stereo not drawn)
→ 0, 0, 31, -10, -10, -3, 1, 5, -10
> CCC(c1nnnn1Cc1ccco1)N1CCN(c2cc(Cl)ccc2C)CC1 (stereo not drawn)
→ -2, -1, ., -20, 54, -1, -6, 6, 5
> CCOc1ccc(OCC)c(N=c2oc3c(C)ncc(CO)c3cc2C(N)=O)c1
→ 0, -3, ., -5, 0, 3, 5, 8, -5
> O=C(OCn1cncn1)c1ccc(Cl)cc1Cl
→ -7, -3, 5, -4, 16, 12, 4, -4, -14
> CCOC(=O)C1CCCN(CCC(=O)Nc2ccc(C)cc2)C1 (stereo not drawn)
→ 3, 0, -7, 2, 32[fluorescence artefact?], 4, 5, 11, 0
> O=C(Cc1ccc(Cl)cc1)Nc1ccc(-c2nnc(-c3ccco3)o2)cc1
→ -33, -2, -2, -9, 7, -6, -3, 0, 0
> CC(C)C[C@H](NC(=O)c1nc[nH]c1C(=O)NC1CCN(C(=O)OC(C)(C)C)CC1)C(=O)OCc1ccccc1
→ 3, 3, -4, ., -14, -5, -11, 6, -5

Full records, quoted from the list:
Cn1nc(C(F)(F)F)c2cc(C(=O)Nc3ccc(F)c(Cl)c3)sc21 is entered as eIF4E-4G inh: 0; Wee1 stabilizer: 3; Rad51 HR inh: .; MDM2 E3 inh: -19; 14-3-3 Bad inh: 8; FXIa inh: 9; p97 inhibitor: 4; FXIIa inh 1536: 15; KLK5 inh: 8
O=C(Cc1ccc(Cl)cc1)Nc1ccc(-c2nnc(-c3ccco3)o2)cc1 is entered as eIF4E-4G inh: -33; Wee1 stabilizer: -2; Rad51 HR inh: -2; MDM2 E3 inh: -9; 14-3-3 Bad inh: 7; FXIa inh: -6; p97 inhibitor: -3; FXIIa inh 1536: 0; KLK5 inh: 0

Additional compounds
Sequence of screens: eIF4E-4G inh, Wee1 stabilizer, Rad51 HR inh, MDM2 E3 inh, 14-3-3 Bad inh, FXIa inh, p97 inhibitor, FXIIa inh 1536, KLK5 inh
> Cc1nn(C(C)C(=O)N2CCN(c3ccccn3)CC2)c(=O)c2cc3occc3n12 (stereo not drawn)
→ 0, -1, -6, -10, -13, 12, 0, 9, 33
> COc1ccc(CC(=O)NNS(=O)(=O)c2ccc3ccccc3c2)cc1OC
→ -39, 1, 14, -11, 16, 9, -6, 27, -5
> C/C(=N/NC(=O)C1CC1(c1ccccc1)c1ccccc1)c1cccs1 (stereo not drawn)
→ 6, 0, -7, -11, 5[fluorescence artefact?], -4, 3, 7, -5
> CCOC(=S)SCC(=O)N1CCc2ccccc2C1C1C(=O)CCCC1=O (stereo not drawn)
→ 7, 0, -3, -9, 11, 4, 7, 10, -6
> Cc1ccc2c(c1)C=CC(C)N2C(=O)c1ccccc1 (stereo not drawn)
→ -1, -1, -11, -13, 5, 4, -2, -1, 5
> CN(C)/C=N/c1c(C#N)cnn1-c1nc2ccccc2s1
→ -18, 1, -3, -26, 6[fluorescence artefact?], 6, 1, 16, -5
> COc1cccc(/C=C/C(=O)c2cccc([N+](=O)[O-])c2)c1
→ 1, 4, -35, -20, -6, -3, 1, 2, -9
> COC(=O)c1ccc(C(NC(=O)OCc2ccccc2)/C(C)=C/[C@@H](C)C(=O)NCc2ccc(-c3ccccc3)cc2)cc1 (stereo partly drawn)
→ 3[fluorescence artefact?], -3, 9, ., 6[fluorescence artefact?], -3, 2, 6, -11
> COc1cccc(OCc2cc(/C=N/NC(=O)c3ccn[nH]3)ccc2OC)c1
→ -2[fluorescence artefact?], -2, 4, -9, -6, -5, 7, -10, 7
> O=C(Nc1cccnc1)C1CCCN(S(=O)(=O)c2cccc3nsnc23)C1 (stereo not drawn)
→ 9, -3, 0, -3, 54, 4, 4, 6, 5
> CCN(CC)CCCn1c(=S)[nH]c2ncccc2c1=O
→ -2, -3, -4, 0, 8, 1, 4, 18, -2
> Cc1ccc(S(=O)(=O)N2CCOCC2)cc1NC(=O)COC(=O)C1COc2ccccc2O1 (stereo not drawn)
→ 2, 1, ., ., -1, 6, 0, 5, -30
> CC(C)(C)CC(C)(C)NC(=S)Nc1ccc(S(=O)(=O)N2CCOCC2)cc1
→ 6, -3, 6, 10, 2, 11, 1, 10, -5
> Cc1cc(=O)[nH]c(SCCOc2cccc(C(F)(F)F)c2)n1
→ -5, -1, -1, -20, -1, 4, 0, 6, -2
> CSc1ccc(Cl)c(C(=O)NCCOc2cc(C(C)C)ccc2C)c1
→ -1, 1, -7, -4, -17, 2, -5, 11, 1

Sequence of screens: eIF4E-4G inh, Wee1 stabilizer, Rad51 HR inh, MDM2 E3 inh, 14-3-3 Bad inh, FXIa inh, p97 inhibitor, FXIIa inh 1536, KLK5 inh
> COc1ccc2nc(C)cc(Nc3ccc(N4CCOCC4)cc3)c2c1
→ -8, 1, 4, -13, 35, 5, 1, 6, 6
> O=C1CC(/C=C/c2ccc(Cl)cc2)=Nc2ccccc2N1
→ -3, 3, -4, -16, -13, 2, -3, 8, 18
> Cc1ccc(OCCN2CCN(C(=O)CCC(=O)Nc3nnc(C)s3)CC2)cc1
→ 3, 2, 0, -15, -11, 4, -5, -5, 15
> O=[N+]([O-])c1nn(-c2ccc(Cl)cc2)n(O)c1=NCc1cccnc1
→ 12[fluorescence artefact?], -2, 9, 1, 12, 4, 0, 4, -4
> O=C(c1ccc2c(c1)OCO2)N1CCN(c2ccc(F)cc2)CC1
→ 2, -3, -3, -2, 60, 6, 6, 22, -6
> Cc1cccc(NC(=O)Nc2cc(C)on2)c1
→ -9, 0, ., 0, 2, -2, 2, 9, 18
> OCC1(Cc2ccccc2)CCCN(Cc2ccc3c(c2)OCCO3)C1 (stereo not drawn)
→ 2, -3, ., -13, -5, 1, 2, 8, .
> CCCCOn1c(C)c(C(C)=O)c2c3no[n+]([O-])c3ccc21
→ -1, 1, -30, -14, -3, -1, 2, 6, -1
> Cc1ccc(S(=O)(=O)C2(C(=O)NC3CCCC3)CC2)cc1
→ -6, 1, 2, -11, -2[fluorescence artefact?], 1, 1, -1, -30
> O=S(=O)(NCc1cccnc1)c1ccccc1
→ -7[fluorescence artefact?], -3, ., -22, -2, -1, -5, 16, -26
> Cc1cc(C)n(CC(O)Cn2ccc3ccccc32)n1 (stereo not drawn)
→ -1[fluorescence artefact?], -1, 12, -12, -12[fluorescence artefact?], -9, -2, 10, -28
> S=C(NCc1cccnc1)Nc1cccc2ccccc12
→ -2[fluorescence artefact?], -2, 5, -4, -13, 0, 6, 6, -23
> COCCNC(=O)c1ccc(CS(=O)(=O)c2ccccc2)o1
→ 3, -1, -7, -12, -8, 1, 4, 12, 1
> O=C(NCc1cccnc1)Nc1cccc(F)c1
→ -3, 1, 5, -5, -5, -3, -1, ., -1
> O=c1c2cnn(-c3ccc(F)cc3)c2ncn1Cc1ccc(F)cc1
→ -1, 4, 4, 3, -2[fluorescence artefact?], 6, 4, 13, -7

Sequence of screens: eIF4E-4G inh, Wee1 stabilizer, Rad51 HR inh, MDM2 E3 inh, 14-3-3 Bad inh, FXIa inh, p97 inhibitor, FXIIa inh 1536, KLK5 inh
> CC(=O)Nc1nnc(-c2ccc3c(c2)CCCC3)o1
→ 3, 1, -4, -19, 3, 3, -4, 5, -26
> CC(=O)NC(Cc1ccccc1)C(=O)N1CCN(C(=S)NCC(C)C)CC1 (stereo not drawn)
→ 2, 5, 2, -8, -4, -6, 0, -1, -19
> CCOc1ccc(-n2c(Cc3cc(=O)[nH]c(=O)[nH]3)nnc2SC(C)C(=O)OC)cc1 (stereo not drawn)
→ 3, 0, ., -34, 5[fluorescence artefact?], 8, -3, 8, -9
> Cc1nc([N+](=O)[O-])c(Br)n1CC(=O)c1ccc2ccccc2c1
→ 4, -1, 3, -6, 4, -10, 7, 8, -11
> O=C(CN1CCN(c2ccc(F)cc2)CC1)NCC1CCCO1 (stereo not drawn)
→ 13, 2, 6, -3, -10, -4, -1, 15, 0
> Cc1c(C(=O)OCC(C)(C)CN(C)C)oc2ccccc12
→ 0[fluorescence artefact?], 0, 11, -16, 19[fluorescence artefact?], -2, -2, -1, -19
> O=C(CCn1c(=O)oc2ccccc21)n1c(=O)oc2ccccc21
→ -4, -2, 5, 0, -3, 4, 6, 17, 6
> COc1nsnc1NS(=O)(=O)c1ccc(NC(=S)NC(=O)c2cccnc2)cc1
→ 1, 3, -103, -2, -4, -3, 0, 4, -2
> Nc1n[nH]c(N)c1N=Nc1ccc2c(c1)OCO2
→ 8, 7, -8, -25, -11, 13, 1, 15, 29
> Cc1ccc(NC(=O)CC2Oc3ccccc3NC2=O)c(C)c1 (stereo not drawn)
→ 1, -1, -4, -2, 4, 2, 9, 9, 18
